Keap1-Nrf2 PPI – Keap1-Nrf2 (human) interaction inhibition; Q14145; Keap1 Kelch-Nrf2 peptide fluorescence polarization, 1536-well; inhibition, % at 9.4 µM; hit rate 0.15% among 340,000; in the data active = inhibition above about 12%;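 note: human Keap1 Kelch domain with fluorescein labeled Nrf2 9mer peptide probe; 0% = neutral control wells and 100% = peptide positive control; higher means more block of Keap1 binding to Nrf2 peptide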
Target sequence (Q14145 whole entry, looked up, the tested form may be a part): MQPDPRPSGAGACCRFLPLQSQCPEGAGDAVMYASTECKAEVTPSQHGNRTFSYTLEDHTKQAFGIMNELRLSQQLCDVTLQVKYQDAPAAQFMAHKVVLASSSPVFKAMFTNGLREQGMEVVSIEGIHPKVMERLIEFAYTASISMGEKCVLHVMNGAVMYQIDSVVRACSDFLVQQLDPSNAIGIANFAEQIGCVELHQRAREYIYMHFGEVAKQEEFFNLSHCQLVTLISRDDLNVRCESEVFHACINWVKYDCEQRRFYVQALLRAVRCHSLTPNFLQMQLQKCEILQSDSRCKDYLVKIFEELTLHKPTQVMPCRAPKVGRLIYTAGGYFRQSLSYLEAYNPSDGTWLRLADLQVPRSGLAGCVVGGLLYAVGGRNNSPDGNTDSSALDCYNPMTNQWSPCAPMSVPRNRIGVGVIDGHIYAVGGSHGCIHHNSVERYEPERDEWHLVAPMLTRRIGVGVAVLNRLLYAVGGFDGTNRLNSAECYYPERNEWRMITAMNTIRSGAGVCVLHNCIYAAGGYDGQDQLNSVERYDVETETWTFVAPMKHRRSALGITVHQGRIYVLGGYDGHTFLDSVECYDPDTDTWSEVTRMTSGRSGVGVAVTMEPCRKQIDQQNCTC
RTF Ca sens act – cardiac RTF calcium sensitization; activation, % at 7.2 µM; AID 493008; hit rate 0.24% among 340,000; IANBD-labeled TnC RTF fluorescence at EC20 calcium; 0% EC20 calcium, 100% full calcium;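 active = activation above the mean over all tested compounds plus 3 SD, cut at about 30% in these data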;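 note: rise in fluorescence read as greater calcium sensitivity of cardiac thin filaments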
dFosB activator – mouse delta FosB homodimer activation | purified delta FosB, TAMRA-CDK5 oligo fluorescence polarization; percent of positive-control signal above neutral wells | activation, % at 25 µM | hit rate 0.99% among 340,000 | AID 493131;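 active = mean activation above about 17%, with every replicate also reaching it, limit read from the data, passing the limit was not always enough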;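 note: fluorescence polarization rise as delta FosB binds a TAMRA Cdk5 AP-1 oligo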
Target sequence (P13346 whole entry, looked up): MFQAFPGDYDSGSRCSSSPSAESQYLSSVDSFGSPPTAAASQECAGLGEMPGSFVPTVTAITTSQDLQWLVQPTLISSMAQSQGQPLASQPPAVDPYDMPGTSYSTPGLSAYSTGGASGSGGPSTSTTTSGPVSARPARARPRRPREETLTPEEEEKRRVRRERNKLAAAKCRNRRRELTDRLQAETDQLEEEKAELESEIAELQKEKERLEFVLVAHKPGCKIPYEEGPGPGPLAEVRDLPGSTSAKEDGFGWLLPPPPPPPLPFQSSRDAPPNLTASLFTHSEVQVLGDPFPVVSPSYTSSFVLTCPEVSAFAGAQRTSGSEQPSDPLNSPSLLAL
Mot1-301 SUMO – SUMOylation pathway inhibition by Mot1-301 growth rescue | S. cerevisiae Mot1-301 growth rescue, ATP luminescence, 38.5C; percent above DMSO median, 100 means doubled | growth rescue, % at 18.8 µM | hit rate 1% among 320,000;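 active = every valid replicate shows activation above 250% relative to neutral control wells; inactive = the rest, any valid replicate at or below 250%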;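 note: OY570 slx delta 5 strain wells were the positive control but not used for scaling; some compounds called inactive have numbers as strong as hits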
Rtt109 Vps75 – blocks Candida albicans Rtt109/Vps75 acetyltransferase activity; inhibition, % at 34.9 µM; hit rate 0.16% among 330,000; purified Rtt109/Vps75, ThioGlo CoA-SH fluorescence, 4 h; AID 540336;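 active = inhibition of at least 50% in every replicate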
RTF Ca sens inh – cardiac RTF calcium desensitization | P19429+P45379 | IANBD-labeled cardiac RTF, Ca2+ fluorescence | inhibition, % at 7.15 µM | hit rate 0.12% among 340,000;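 active = inhibition above the mean inhibition of all tested compounds plus 3 SD, cut at about 17% in these data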;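 note: assay run at fixed EC70 calcium of 1.6 mM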
CDK5 inh – CDK5/p35 (human) kinase inhibition; Recombinant CDK5/p35, ADP-Glo luminescence, 60 min; inhibition, % at 10 µM; hit rate 0.01% among 330,000;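 active = highest replicate inhibition of at least 50% and at least 75% of replicates reaching 50%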;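 note: plate controls were DMSO neutral control for no effect and GW8510 at 10 µM for full effect; many of its hits are not listed in these tables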
PvdQ acylase – blocks Pseudomonas aeruginosa PvdQ acylase activity; purified PvdQ acylase, fluorescence plate reader; inhibition, % at 10 µM; hit rate 0.063% among 340,000; AID 488965; in the data active = inhibition above about 30%, passing the limit was not always enough;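 note: 0% = vehicle neutral wells and 100% = reference inhibitor wells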
PfHsp90 yeast 2 – growth inhibition of yeast expressing Plasmodium Hsp90. S. cerevisiae expressing PfHsp90, BacTiter-Glo ATP, 48 h; yeast lacking PDR1 and PDR3 efflux regulators. inhibition, % at 9.4 µM. hit rate 0.32% among 310,000. AID 504621;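 active = every replicate shows inhibition above about 80%, whatever the replicate mean, limit read from the data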;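 note: 0% = DMSO neutral controls and 100% = 20 µM radicicol positive controls; yeast relying on Plasmodium falciparum Hsp90 in place of its own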
LANA DNA inh – KSHV C-LANA DNA binding inhibition; MBP-C-LANA/FAM-LBS DNA binding, fluorescence polarization; inhibition, % at 9 µM; hit rate 0.078% among 340,000;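 active = highest replicate inhibition at or above 60% at 9 µM, even if other replicates fall short; inactive = all replicates below 60% inhibition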;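 note: 0% = neutral control wells and 100% = 4 µM acridine orange control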
NSD2 inh – inhibitors of human histone methyltransferase NSD2; inhibition, % at 12.5 µM; AID 743445; hit rate 0.54% among 310,000; NSD2 peptide methylation, AlphaScreen, 120 min; O96028; in the data active = inhibition above about 50%
Starred values were filed as active, the others as inactive; . = no result given.

SMILES | Keap1-Nrf2 PPI | RTF Ca sens act | dFosB activator | Mot1-301 SUMO | Rtt109 Vps75 | RTF Ca sens inh | CDK5 inh | PvdQ acylase | PfHsp90 yeast 2 | LANA DNA inh | NSD2 inh
COC(=O)c1c(CSc2ccc(Cl)cc2)noc1C(=O)NCc1ccco1 | -1 | 1 | 7 | 22 | -1 | -8 | 1.2 | 1 | -12 | 1.1 | .
CCCN(CC(=O)Nc1ccccc1C)C(=O)C1CC(=O)N(c2cccc(C)c2C)C1 (centres undefined) | -4 | 0 | -9 | 10 | -4 | -2 | 0.7 | -15 | 44 | 0.9 | -1
O=C(NC(=S)NC1CCSC1=O)c1cccc([N+](=O)[O-])c1 (centres undefined) | -3 | 0 | 6 | -11 | 10 | -4 | -1.2 | -15 | -21 | -1.2 | 4
OCCNc1ncnc2c1sc1nc(N3CCOCC3)c3c(c12)CCC3 | -2 | -1 | -3 | -4 | -5 | 2 | -3.6 | 0 | -43 | -0.3 | -2
Cc1nn(-c2ccc(F)cc2)c(C)c1CN1CCN(CCc2ccccc2)C(CCO)C1 (centres undefined) | 2 | -5 | -7 | -13 | 5 | -6 | 0.2 | 1 | 4 | 0.4 | 2
O=C(C1CCCC1)N1CCC(CC2CC(c3cccc(Br)c3)=NO2)(C(=O)NCC2CCCCC2)CC1 (centres undefined) | -2 | 0 | -13 | -10 | 8 | -13 | -1.2 | -5 | -7 | 0.0 | .
CCOC(=O)CCNC(=O)Nc1ccc2nc(C)n(Cc3cccc(Cl)c3)c(=O)c2c1 | -3 | 0 | 13 | -1 | . | 0 | 0.4 | -14 | 18 | 0.2 | -1
NC(=O)c1c(NC(=S)Nc2ccc(F)cc2)sc2c1CCCC2 | -2 | -2 | -3 | 25 | 4 | -7 | 2.6 | -6 | -17 | -2.6 | -1
COc1ccccc1C(=O)Nc1cc2ccccc2oc1=O | 2 | -1 | -7 | -5 | -9 | -2 | 1.2 | -12 | -26 | -0.5 | -2
CCn1c(=O)c(C(=O)CN2CCN(S(=O)(=O)c3cc(C)ccc3C)CC2)c(N)n(Cc2ccccc2)c1=O | -3 | 6 | 1 | -13 | 7 | -8 | -5.7 | -4 | -13 | -3.7 | -2
O=C1c2ccccc2S(=O)(=O)N1Cc1c(F)cccc1Cl | -2 | 0 | 0 | 19 | 10 | 5 | -16 | 9 | -6 | -0.3 | -5
CC1CCc2c(nc3ncnn3c2N2CCN(c3ccccc3)CC2)C1 (centres undefined) | -3 | 7 | -10 | -3 | 20 | 0 | 0.1 | -6 | 3 | -0.8 | 5
O=C(CNC(=O)c1sc2ccccc2c1Cl)NCc1cccnc1 | -2 | 1 | -9 | 157 | -4 | -6 | -5.0 | -7 | 14 | 1.9 | 0
Cc1cccc(-n2cnc3cc(C(=O)N4CCCCC4)ccc32)c1 | -2 | 3 | -5 | 6 | 2 | -7 | 0.9 | 7 | 10 | 1.7 | 1
CCCN1CCN(CCCNC(=O)C2CCN(c3nnc(-n4c(C)ccc4C)s3)CC2)CC1 | -9 | 1 | -6 | -20 | 7 | -6 | -5.0 | -5 | 3 | 0.0 | 6
CC(C)CN1C(=O)C(=O)N(CC(=O)NCc2ccc3c(c2)OCO3)C1=O | 0 | 4 | 5 | -15 | 0 | -6 | -0.1 | 10 | -13 | 0.3 | -9
O=C(N/C(=C\c1ccc2c(c1)OCO2)C(=O)N1CCOCC1)c1cccs1 | -2 | -7 | 2 | -1 | -3 | -5 | -0.1 | 1 | . | 0.9 | -2
CCCn1cc(S(=O)(=O)c2ccccc2)c(=O)c2cc(F)c(N3CCN(C)CC3)cc21 | -5 | 4 | -3 | 306 | 3 | -15 | 1.0 | -12 | 22 | 0.9 | 6
COc1ccc2[nH]c(C)c(CCN(Cc3cccs3)C(=S)Nc3ccccc3)c2c1 | 9 | 13 | -10 | 125 | 9 | -28 | 0.7 | 1 | -1 | 8.5 | .
CC(=O)C1=C(C)N=c2s/c(=C/c3ccc4c(c3)OCO4)c(=O)n2C1c1ccc(N(C)C)cc1 (centres undefined) | -6 | 7 | -12 | . | -7 | -17 | 0.3 | -9 | -8 | -2.3 | .
CC1CC(C)CN(C(=O)c2ccccc2Nc2ccc(SC(F)F)cc2)C1 (centres undefined) | -6 | 2 | -6 | -35 | 0 | -2 | -6.1 | -15 | . | 0.0 | -4
O=C(c1ccccc1OC(F)F)N1CCN(S(=O)(=O)c2ccc3c(c2)OCCCO3)CC1 | -2 | -2 | -11 | -6 | 2 | 0 | -0.3 | 2 | -20 | -0.6 | 0
Cc1ccccc1C(=O)Nc1ccc(C(=O)N/N=C/c2ccc(F)cc2)cc1 | -5 | 2 | 14 | 245 | 1 | 4 | -0.1 | -7 | 3 | 0.4 | -2
O=S(=O)(c1ccccc1C(F)(F)F)N1CCN(c2ncnc3sccc23)CC1 | -1 | 5 | -10 | 6 | -3 | -11 | 0.9 | 0 | -12 | 0.3 | -5
Cn1cc(/C=N/NC(=O)c2ccc(C#N)cc2F)c2ccccc21 | -3 | 10 | -2 | 3 | -2 | -5 | 4.3 | 4 | 13 | -1.3 | -1
CCOC(=O)c1c(N)sc(C(=O)N(CC)CC)c1C | -1 | 3 | 0 | -5 | 11 | -22 | -1.4 | 5 | 5 | 0.9 | 5
Cc1ccc(C2CC(c3ccccc3)n3ncnc3N2)cc1 (centres undefined) | 4 | -5 | -15 | -21 | 21 | -8 | 1.9 | 4 | . | 10 | .
CC(NC(=O)Cn1cccc1C(=O)c1ccccc1)c1ccccc1 (centres undefined) | -1 | -2 | -5 | -19 | -9 | -7 | 1.1 | -7 | -11 | -0.2 | -1
C[C@H](CO)N1C[C@H](C)[C@@H](CN(C)S(=O)(=O)c2cccs2)Oc2c(NC(=O)Nc3ccccc3)cccc2C1=O | -3 | 9 | -6 | -2 | 5 | 9 | -0.4 | -13 | -17 | 0.6 | .
CCCCn1c(N)c(N(CCOC)C(=O)C2CC(=O)N(c3cccc(SC)c3)C2)c(=O)[nH]c1=O (centres undefined) | -5 | 0 | -2 | 7 | -17 | -4 | -0.9 | -15 | -10 | 0.2 | -3

Gathered by group: the entries above containing an NH in an aromatic ring
SMILES | Keap1-Nrf2 PPI | RTF Ca sens act | dFosB activator | Mot1-301 SUMO | Rtt109 Vps75 | RTF Ca sens inh | CDK5 inh | PvdQ acylase | PfHsp90 yeast 2 | LANA DNA inh | NSD2 inh
COc1ccc2[nH]c(C)c(CCN(Cc3cccs3)C(=S)Nc3ccccc3)c2c1 | 9 | 13 | -10 | 125 | 9 | -28 | 0.7 | 1 | -1 | 8.5 | .
CCCCn1c(N)c(N(CCOC)C(=O)C2CC(=O)N(c3cccc(SC)c3)C2)c(=O)[nH]c1=O (centres undefined) | -5 | 0 | -2 | 7 | -17 | -4 | -0.9 | -15 | -10 | 0.2 | -3

Next records follow.
SMILES | Keap1-Nrf2 PPI | RTF Ca sens act | dFosB activator | Mot1-301 SUMO | Rtt109 Vps75 | RTF Ca sens inh | CDK5 inh | PvdQ acylase | PfHsp90 yeast 2 | LANA DNA inh | NSD2 inh
CC1(C)CC(=O)C2=C(C1)OC(N)=C(C#N)C2c1ccc2c(c1)OCO2 (centres undefined) | -1 | -4 | -3 | -27 | -1 | -6 | 0.1 | -12 | -18 | 0.9 | -1
COc1ccc(CNC(=O)c2cccc(NC3=NC4CS(=O)(=O)CC4S3)c2)cc1 (centres undefined) | 1 | -7 | -2 | 0 | -1 | -7 | -3.4 | -3 | 35 | 0.8 | .
CC(C)CNC(=O)COc1ncnc2ccccc12 | -3 | -2 | 2 | -21 | 1 | -1 | 0.8 | -13 | -20 | -2.0 | -2
CC(OC(=O)c1cc(=O)[nH]c2ccccc12)c1ccccc1 (centres undefined) | -6 | -2 | -3 | -19 | . | 0 | -0.2 | 1 | -7 | -0.3 | .
O=C(CN1CCOCC1)N/N=C/c1ccco1 | 0 | 0 | 0 | -3 | -4 | 3 | 2.8 | -5 | -52 | 1.7 | -7
O=C1c2ccccc2C(=O)N1Cc1nc2ccccc2c(=O)n1CCN1CCOCC1 | -4 | -8 | -4 | 7 | -1 | 7 | 2.6 | 5 | -91 | -0.5 | 0
COc1ccc2c(c1)C(C)=CC(C)(C)N2S(=O)(=O)c1ccc(Br)cc1 | -3 | 5 | -7 | 5 | -12 | -7 | -3.6 | -11 | 34 | -0.7 | -3
CC(=O)N1N=C(c2ccccc2)OC12CCCC2 | -1 | 9 | -6 | -2 | 2 | -8 | 0.4 | -10 | -15 | -0.2 | -1
Cc1ccc(-c2cc(C(=O)NCC3CCCO3)no2)cc1 (centres undefined) | -5 | 2 | -6 | 11 | 1 | -3 | -1.5 | -1 | -11 | -0.8 | -2
O=C(C#Cc1ccccc1)Nc1ccc(F)cc1 | 4 | -4 | -4 | -7 | -2 | -2 | -0.2 | 1 | -25 | -0.3 | 2
COc1ccccc1C(=O)NCCc1c(C)[nH]c2c(C)ccc(F)c12 | -6 | -1 | -2 | 26 | 0 | -13 | -1.1 | -11 | -7 | -1.3 | -1
CCOc1ccc2nc(/N=C/c3c(C)[nH]n(-c4ccc(C)cc4)c3=O)sc2c1 | -4 | -3 | -4 | -19 | 5 | -4 | -0.4 | 0 | 40 | 0.3 | 17
Cc1cc(C)nc(SC2=CS(=O)(=O)c3ccccc32)n1 | -6 | -1 | -7 | -1 | -7 | 1 | -2.0 | -17 | 38 | 1.2 | -1
COC(=O)C1=C(C)NC2=C(C(=O)CCC2)C1c1coc2ccccc2c1=O (centres undefined) | -4 | -7 | -4 | -28 | 6 | -13 | 0.1 | -14 | -8 | 2.1 | -1
COCCNC(=O)/C(C#N)=C/c1ccc(O)c([N+](=O)[O-])c1 | -7 | 1 | 0 | . | 16 | 9 | 2.8 | 0 | 19 | -0.4 | 14
CCOc1ccccc1NC(=O)CSc1ccc(-c2ccco2)nn1 | -5 | 6 | -9 | -5 | -14 | 9 | 1.3 | -6 | -6 | -0.8 | 3
O=C(CN1CCN(CC(=O)Nc2ccccc2Cl)CC1)Nc1ccc(F)c(F)c1 | 0 | 4 | -5 | 97 | 6 | 1 | 0.1 | -14 | 8 | 1.9 | -5
O=C(/C=C(\c1ccccc1)n1cncn1)c1ccccc1 | -2 | 4 | -10 | 5 | -3 | -24 | 1.4 | 11 | 9 | 0.9 | 1
CN1CCN(C(=O)/C=C/c2cn(-c3ccccc3)nc2-c2ccc3c(c2)OCCO3)CC1 | -3 | 9 | -16 | 108 | 3 | -5 | -0.6 | -12 | 34 | -0.7 | -2
COc1ccc(C)cc1S(=O)(=O)n1c([N+](=O)[O-])cnc1C | -6 | -2 | 1 | -10 | -3 | 5 | -0.6 | -11 | 0 | -0.4 | -1

Compounds listed so far with bromine:
SMILES | Keap1-Nrf2 PPI | RTF Ca sens act | dFosB activator | Mot1-301 SUMO | Rtt109 Vps75 | RTF Ca sens inh | CDK5 inh | PvdQ acylase | PfHsp90 yeast 2 | LANA DNA inh | NSD2 inh
O=C(C1CCCC1)N1CCC(CC2CC(c3cccc(Br)c3)=NO2)(C(=O)NCC2CCCCC2)CC1 (centres undefined) | -2 | 0 | -13 | -10 | 8 | -13 | -1.2 | -5 | -7 | 0.0 | .
COc1ccc2c(c1)C(C)=CC(C)(C)N2S(=O)(=O)c1ccc(Br)cc1 | -3 | 5 | -7 | 5 | -12 | -7 | -3.6 | -11 | 34 | -0.7 | -3
